# Source: PubChem BioAssay
# Sm TGR block = blocks Schistosoma mansoni thioredoxin glutathione reductase | Q962Y6 | purified TGR, DTNB reduction, TNB absorbance 405 nm | Potency, µM (top dose mostly 114 µM), for the others: top-dose activity change, negative = inhibition, hits mostly inhibitors | 3% of 360,000 active | AID 485364; also: potency is read from the fitted curve at half-maximal effect; nearly all actives have a fitted effect of over 60% in size
#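 Kinetic colorimetric format: TGR-catalysed, NADPH-driven DTNB reduction monitored via TNB absorbance. Enzyme dispensed at 20 nM; compound exposure 15 min at room temperature before reaction start.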
# LmPK inh = blocks Leishmania mexicana pyruvate kinase activity. Q27686. AID 1721. 0.37% of 290,000 active. Potency, µM (top dose mostly 57.5 µM), for the others: at the top dose activity change, negative = inhibition, usual class: inhibitors. purified LmPK, Kinase-Glo ATP luminescence, 1 h; also: potency is read from the fitted curve at half-maximal effect
# Target sequence (Q27686 whole entry, looked up): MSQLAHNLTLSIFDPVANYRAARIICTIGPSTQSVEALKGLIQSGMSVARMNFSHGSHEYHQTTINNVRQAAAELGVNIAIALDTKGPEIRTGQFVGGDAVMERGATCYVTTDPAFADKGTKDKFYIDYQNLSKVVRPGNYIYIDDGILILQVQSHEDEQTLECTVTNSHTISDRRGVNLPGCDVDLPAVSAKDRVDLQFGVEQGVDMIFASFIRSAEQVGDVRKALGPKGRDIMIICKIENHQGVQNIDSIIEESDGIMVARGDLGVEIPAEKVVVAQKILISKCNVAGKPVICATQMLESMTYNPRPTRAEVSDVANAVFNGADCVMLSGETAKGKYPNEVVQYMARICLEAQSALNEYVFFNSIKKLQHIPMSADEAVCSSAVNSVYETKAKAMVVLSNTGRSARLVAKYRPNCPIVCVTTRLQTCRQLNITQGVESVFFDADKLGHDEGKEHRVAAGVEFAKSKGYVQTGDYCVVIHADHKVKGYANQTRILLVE
#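 Purified LmPK (0.1 nM) with 0.5 mM PEP and 0.1 mM ADP in imidazole buffer pH 7.2 with MgCl2/KCl, 1 h at room temperature. ATP formed was read by luciferase luminescence and normalized to no-enzyme and uninhibited controls.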
# AMA1 RON2 block = AMA1-RON2 (P. falciparum) interaction inhibition | 0.2% of 360,000 active | Potency, µM (doses to about 58.2 µM), for inactives: top-dose activity change, negative = inhibition, hits mostly inhibitors | AlphaScreen AMA1-biotinylated RON2 peptide binding | AID 720542;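 also: potency is read from the fitted curve at half-maximal effect; 0% = vehicle wells and -100% = peptide control; nearly all actives have a fitted effect of over 45% in size; some results filed as inactive show a strong effect at the top dose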
#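 AMA1 (3D7) with his tag at 25 nM final met compounds first, then biotinylated RON2 peptide at 25 nM; detection used donor plus acceptor beads, 10 µg/mL apiece, read by AlphaScreen after 30 min at room temperature.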
# HCMV inh = inhibitors of human cytomegalovirus. HFF cells, HCMV-luciferase reporter, 72 h; stronger effect = lower value. activity change, negative = inhibition, % at 57.5 µM. 4.5% of 410,000 active. AID 1259415; in the data active = activity change below about -60%; inconclusive = no clear call, values can overlap the other calls; inactive = above about -39%
#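 Two compound doses tested in HFFs infected with HCMV-luciferase, MOI 1 PFU/cell, 72 h at 37C. Lysate luminescence read with OneGlo; data normalized against buffer-only and 10uM Salinomycin inhibitor controls.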
# AmpC detergent = blocks E. coli AmpC beta-lactamase in detergent assay. P00811. AmpC hydrolysis of nitrocefin, absorbance 480 nm, 0.01% Triton. Potency, µM (series often up to 114 µM), for inactives: at the top dose activity change, negative = inhibition, most hits filed as inhibitors. 0.041% of 370,000 active;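 also: potency is read from the fitted curve at half-maximal effect; 0% = no-compound wells and -100% = no-enzyme wells; nearly all actives have a fitted effect of over 25% in size; some results filed as inactive show a strong effect at the top dose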
# Target sequence (P00811 whole entry, looked up): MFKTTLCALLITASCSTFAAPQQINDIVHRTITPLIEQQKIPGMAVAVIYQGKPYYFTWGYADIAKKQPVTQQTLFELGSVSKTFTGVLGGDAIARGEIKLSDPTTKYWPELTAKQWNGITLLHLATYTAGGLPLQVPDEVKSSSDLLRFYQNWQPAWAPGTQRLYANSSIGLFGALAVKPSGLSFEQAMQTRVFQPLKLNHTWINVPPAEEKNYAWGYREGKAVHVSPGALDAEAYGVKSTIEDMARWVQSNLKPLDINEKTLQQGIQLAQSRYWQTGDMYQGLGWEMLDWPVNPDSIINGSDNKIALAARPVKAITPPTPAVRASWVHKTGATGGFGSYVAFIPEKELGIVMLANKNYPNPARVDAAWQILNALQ
#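 AmpC (5.3 nM in the dispensed reagent) in 20 mM phosphate pH 7.0 with 0.01% (detergent screen) or 0.0001% Triton X-100 was preincubated with compounds for 15 min at room temperature. Nitrocefin was then added from an 800 uM solution, and hydrolysis was followed at 480 nm.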
# AmpC no deterg = inhibitors of E. coli AmpC beta-lactamase without detergent. AmpC nitrocefin hydrolysis, absorbance 480 nm, 0.0001% Triton. Potency, µM (titrated, usually from 57.1 µM), without a hit: at the highest dose activity change, negative = inhibition, most hits filed as inhibitors. 0.52% of 330,000 active. AID 485341;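 also: potency is read from the fitted curve at half-maximal effect; plate controls were no compound for no effect and no enzyme for full effect; nearly all actives have a fitted effect of over 20% in size; some results filed as inactive show a strong effect at the top dose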
#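 20 mM phosphate pH 7.0 + 0.01% (detergent screen) or 0.0001% Triton X-100; 5.3 nM AmpC reagent; cpd preinc 15 min RT; nitrocefin (800 uM stock) to start; A480 q20 s × 4 min; Activity was normalised to no-enzyme and no-compound control wells.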
# Tb PYK inh = blocks Trypanosoma brucei pyruvate kinase; TbPYK enzyme, Kinase-Glo Plus ATP luminescence, 45 min; Potency, µM (doses to about 76.8 µM), without a hit: top-dose activity, negative = inhibition, usual class: inhibitors; 0.12% of 410,000 active; AID 624173; also: potency is read from the fitted curve at half-maximal effect; nearly all actives have a fitted effect of over 50% in size
#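 Activity of T. brucei pyruvate kinase was followed by Kinase-Glo Plus luminescence after the enzyme reacted 45 min at room temperature with 130 uM ADP (final) and substrate. Test compounds were added before ADP at multiple concentrations.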
# The depositor's hits bear a star; ? = inconclusive; / = no result given; [ ] = remark or other dose. Unless noted, calls follow the shape of the dose curve; as a rule, active = well fitted curve in the direction sought with a large enough effect; inconclusive = small, poorly fitted or top-dose-only effect, or another doubt; inactive = no such curve, though single readings can be large; an effect the other way counts as inactive or inconclusive. Unless noted, % is scaled to controls: 0 for no effect and ±100 for the full control effect.
# Codes – A = Sm TGR block; B = LmPK inh; C = AMA1 RON2 block; D = HCMV inh; E = AmpC detergent; F = AmpC no deterg; G = Tb PYK inh
COC(=O)c1c(C)[nH]c(C(=O)OC(C)C(=O)N(C)C2CCCCC2)c1C (stereo not given)
  A = -7% | B = / | C = -12% | D = -13 | E = -17% | F = ? | G = -4%
CSc1ccccc1NC(=O)CN(C)C(=O)COc1cccc2cccnc12
  A = / | B = / | C = -1% | D = 11 | E = / | F = -4% | G = 1%
CC(C)CCNC(=O)c1cn(CC(C)C)c(=O)c2c1c1ccccc1n2C
  A = 1% | B = -1% | C = 2% | D = 14 | E = 2% | F = -4% | G = -9%
CCCCNC(=O)C1CCC(CNc2nc(=S)[nH]c3ccccc23)CC1 (stereo not given)
  A = 2% | B = 0% | C = 59%[activator] | D = 30 | E = 1% | F = -21% | G = 1%
FC(F)(F)c1cccc(Nc2c3c(nc4ccc(Cl)cc24)CCC3)c1
  A = 26% | B = / | C = / | D = -76* | E = 9% | F = / | G = 1%
COc1ccc(/C(N)=N/OC(=O)c2ccco2)cc1OC
  A = 0% | B = -11% | C = -4% | D = 37 | E = 5% | F = 2% | G = 3%
CCCOc1ccc(N2C(=O)CC(NCc3ccncc3)C2=O)cc1 (stereo not given)
  A = -23% | B = 2% | C = -17% | D = 14 | E = ? | F = -14% | G = 1%
CN(Cc1ccccc1)C(=O)COC(=O)COc1ccc(Cl)cc1
  A = / | B = / | C = -6% | D = 30 | E = / | F = -7% | G = 0%
CCNc1nc(CN2CCOCC2)nc2sc3c(c12)CCC3
  A = -7% | B = -2% | C = 8% | D = 31 | E = 1% | F = -8% | G = -13%
CCOC(=O)Cn1c(=O)oc2cc(S(=O)(=O)NCc3cccs3)ccc21
  A = 5% | B = 4% | C = 24% | D = -4 | E = ? | F = -20% | G = 1%
CC(=O)Nc1ccc(S(=O)(=O)NCc2nc(-c3cccc(C)c3)no2)cc1
  A = -1% | B = 4% | C = -18% | D = 30 | E = -4% | F = -27% | G = -2%
CCOC(=O)c1c(-c2ccc(C)o2)csc1NC(=S)NC(=O)N(C)C
  A = ? | B = 4% | C = -5% | D = -13 | E = -11% | F = 52% | G = ?
Cc1ccc(N=C(N)N=C(N)N)cc1
  A = 0% | B = -1% | C = 5% | D = -34 | E = 0% | F = -10% | G = 14%
COc1ccc(OC)c(S(=O)(=O)N/N=C\c2cn(CC(N)=O)c3ccccc23)c1
  A = -21% | B = -7% | C = -10% | D = 50 | E = -6% | F = 19% | G = -25%
NC(=O)CCn1c(C(=O)c2cc(Cl)c(N)c(Cl)c2)c2ccccc2[n+]1[O-]
  A = 4% | B = -1% | C = 43%[activator] | D = -39 | E = 1% | F = -8% | G = 0%
O=C(O)c1ccc(/C=N/NC(=O)c2cc(-c3cccs3)nc3ccccc23)cc1
  A = 5% | B = 2% | C = 14% | D = -17 | E = ? | F = -40% | G = 0%
O=C(NCCN1CCOCC1)c1ccc(/C=C2\Sc3ccccc3N(Cc3ccc(F)cc3)C2=O)cc1
  A = -1% | B = -4% | C = -6% | D = ? | E = -4% | F = 159%[activator] | G = -1%
COC(=O)/C=C1\S/C(=N/NC(=O)c2ccccc2)NC1=O
  A = -13% | B = 1% | C = 23% | D = -15 | E = -7% | F = -8% | G = -9%
O=C(Nc1cnccn1)c1ccc(Cl)cc1
  A = -10% | B = -1% | C = -13% | D = ? | E = -12% | F = -9% | G = 0%
CCOC(=O)c1c(NC(=O)CSc2cn(CCNC(=O)c3ccc(OC)c(OC)c3)c3ccccc23)sc2c1CCCC2
  A = 10% | B = / | C = / | D = -19 | E = 2% | F = / | G = 0%
COc1ccc(C(CNC(=O)c2ccccc2C)N2CCCC2)cc1 (stereo not given)
  A = -1% | B = -6% | C = -4% | D = 47 | E = -2% | F = -5% | G = -5%
O=C1CC(c2ccc(Br)cc2)c2c(ccc3ccccc23)N1 (stereo not given)
  A = 4% | B = / | C = / | D = 9 | E = 15% | F = / | G = 1%
Oc1c(Br)cc(/C=N/NC(=S)NCC2CCCO2)cc1Br (stereo not given)
  A = 2.5µM* | B = -17% | C = 72%[activator] | D = ? | E = 3% | F = -36% | G = 3%
COc1ccc(-c2c[n+]3c(n2-c2ccccc2)SCC3)cc1
  A = -2% | B = 0% | C = 11% | D = -80* | E = 1% | F = -15% | G = 2%
Cc1ccc(CNC(=O)CSCc2ccccc2C)cc1
  A = 1% | B = / | C = / | D = ? | E = 1% | F = / | G = 4%[15.4 µM]
N#CCCn1cc(C(=O)O)c(-c2cccs2)n1
  A = 1% | B = -1% | C = -5% | D = 18 | E = 0% | F = -10% | G = 2%
CC1(C(=O)NS(=O)(=O)c2ccc(F)cc2F)CCN1C(=O)CCc1ccc(Cl)cc1Cl (stereo not given)
  A = / | B = / | C = -1% | D = ? | E = / | F = / | G = -12%
Cc1nc(N2CCCC2)ncc1C(=O)Nc1ccccc1
  A = 4% | B = / | C = / | D = -10 | E = -3% | F = / | G = 0%
CC(NC(=O)Cn1nnc(-c2ccncc2)n1)c1ccccc1 (stereo not given)
  A = 1% | B = 5% | C = / | D = / | E = 1% | F = -23% | G = /
CCC(CC)c1nc2cc(OC)c(OC)cc2c(=O)o1
  A = 4% | B = 4% | C = -5% | D = -3 | E = 10% | F = -20% | G = 5%

# Gathered by group, the entries above containing fluorine (3)
# Codes – A = Sm TGR block; B = LmPK inh; C = AMA1 RON2 block; D = HCMV inh; E = AmpC detergent; F = AmpC no deterg; G = Tb PYK inh
FC(F)(F)c1cccc(Nc2c3c(nc4ccc(Cl)cc24)CCC3)c1
  A = 26% | B = / | C = / | D = -76* | E = 9% | F = / | G = 1%
O=C(NCCN1CCOCC1)c1ccc(/C=C2\Sc3ccccc3N(Cc3ccc(F)cc3)C2=O)cc1
  A = -1% | B = -4% | C = -6% | D = ? | E = -4% | F = 159%[activator] | G = -1%
CC1(C(=O)NS(=O)(=O)c2ccc(F)cc2F)CCN1C(=O)CCc1ccc(Cl)cc1Cl (stereo not given)
  A = / | B = / | C = -1% | D = ? | E = / | F = / | G = -12%

# Continued.
# Codes – A = Sm TGR block; B = LmPK inh; C = AMA1 RON2 block; D = HCMV inh; E = AmpC detergent; F = AmpC no deterg; G = Tb PYK inh
Cc1cccc(-c2nsc(SCC(=O)c3ccc(Cl)cc3)n2)c1
  A = -8% | B = 3% | C = 0% | D = ? | E = ? | F = -33% | G = -14%
Brc1ccc2[nH]ncc2c1
  A = 3% | B = -3% | C = 0% | D = 2 | E = ? | F = 6% | G = 1%
O=C(C(=Cc1ccc(F)cc1)c1ccccc1)c1ccc(O)cc1
  A = / | B = / | C = -8% | D = -24 | E = / | F = / | G = 1%
COc1ccc(OC)c(N2C(=O)CC(=O)NC2=O)c1
  A = 1% | B = 0% | C = 0% | D = ? | E = -9% | F = -20% | G = 4%
NC(=O)CSc1nc2ccccc2n1Cc1ccccc1
  A = 8% | B = 2% | C = -5% | D = ? | E = -11% | F = -17% | G = 2%
O=Cc1cn(CCOc2ccccc2F)c2ccccc12
  A = 0% | B = -7% | C = 19% | D = 42 | E = -6% | F = -24% | G = -8%
CCOc1ccc(C(CCc2ccccc2)NC(=O)c2ccccc2OC)cc1OCC (stereo not given)
  A = -1% | B = 3% | C = 6% | D = 53 | E = 3% | F = 49% | G = 2%
Cc1ccc(O)c(C2=Nc3ccccc3N=C(c3ccc([N+](=O)[O-])cc3)C2)c1
  A = -1% | B = 2% | C = -8% | D = -11 | E = -9% | F = 0% | G = -7%
CCc1ccc(CN(C)CCc2ccccn2)cc1
  A = -11% | B = -7% | C = ? | D = ? | E = -6% | F = 13% | G = 2%
CC(Oc1ccccc1)C(=O)N=Nc1c(O)[nH]c2ccc([N+](=O)[O-])cc12 (stereo not given)
  A = 5% | B = 0% | C = 32µM* | D = 21 | E = 5% | F = -44% | G = -4%
O=C1c2ccccc2C(=O)N1CCc1ccccc1
  A = / | B = / | C = -4% | D = 89 | E = / | F = / | G = -7%
C/C(CCc1ccc2c(c1)OCO2)=N\N=C(/N)SC1CC(=O)N(c2ccc(Cl)cc2)C1=O (stereo not given)
  A = 5% | B = 0% | C = 7% | D = -16 | E = 2% | F = -19% | G = -9%
COc1ccc(C(=O)NCCc2cn3ccccc3n2)cc1
  A = 5% | B = -2% | C = -12% | D = 0 | E = -1% | F = 2% | G = 1%
O=C(CNC(=O)c1ccc(Br)cc1)N/N=C/c1ccc[nH]1
  A = 1% | B = 4% | C = -13%[2.32 µM] | D = 7 | E = -5% | F = -47% | G = 6%
COc1ccc(OC)c(CN2C(=O)c3ccccc3C2c2nnnn2-c2ccc3c(c2)OCCO3)c1 (stereo not given)
  A = / | B = / | C = -19% | D = ? | E = / | F = / | G = -17%
c1coc(CSSCc2ccco2)c1
  A = -22% | B = / | C = ? | D = 19 | E = -3% | F = -17% | G = -25%
CCOc1ccc(NC(=O)CN(C)C(=O)Cc2ccc3c(c2)OCCO3)cc1OCC
  A = / | B = / | C = 58%[activator] | D = 24 | E = / | F = / | G = 0%
c1ccc(-c2noc(CN3CCN(c4cnccn4)CC3)n2)cc1
  A = 4% | B = -9% | C = 10% | D = 1 | E = 7% | F = 42% | G = -24%
CN(C)C(CNC(=O)c1cc(Br)ccc1Cl)c1ccco1 (stereo not given)
  A = -17% | B = 1% | C = -12% | D = -21 | E = -6% | F = 2% | G = 6%
O=C(COC(=O)/C=C/c1ccccc1)NC(=O)NC1CCCCC1
  A = / | B = / | C = -8% | D = -32 | E = / | F = -3% | G = 2%
Cc1c(Cl)cccc1NC(=O)N1CCN(C(=O)c2nsc3ccccc23)CC1
  A = -2% | B = / | C = / | D = 0 | E = 14% | F = / | G = 10%[15.4 µM]
CCn1c(=NC(=O)c2ccc(S(=O)(=O)N3CCOCC3)cc2)sc2cccc(OC)c21
  A = -11% | B = 1% | C = 19% | D = -31 | E = ? | F = 52% | G = -2%
COc1ccc2c(CC(=O)NCc3cccs3)coc2c1
  A = / | B = 0% | C = -8% | D = -4 | E = -6% | F = -43% | G = -6%
COC(=O)c1ccc(CSc2nncn2N)cc1
  A = -7% | B = -2% | C = -13% | D = 2 | E = 0% | F = -16% | G = 5%
CC(=O)Oc1ccc(CC(C(=O)O)N2C(=O)c3ccccc3C2=O)cc1 (stereo not given)
  A = 6% | B = 6% | C = 7% | D = -17 | E = -4% | F = -27% | G = -7%
CCOc1ccccc1OCC(=O)Nc1cc(C)on1
  A = / | B = / | C = 3%[11.6 µM] | D = -27 | E = / | F = 4% | G = 4%
